TSHR antagonist: Antagonists of the Thyroid Stimulating Hormone Receptor: HTS campaign | AID 504810, 2011 | TSHR-expressing cells, TSH-stimulated cAMP HTRF, 2 h; hits give low values | actives 0.2% (n = 330,000) | Thyrotropin receptor (Homo sapiens), P16473 | activity change, negative = inhibition, % at 11.5 µM;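 active = activity change below a set negative limit, meaning inhibition stronger than a set level, cut at about -70% in these data; inconclusive = activity change between two set negative limits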; also: % is scaled to controls: 0 for no effect and ±100 for the full control effect
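Antagonism was scored as loss of TSH-driven cAMP in TSHR cells, stimulated with 4nM TSH (EC80) for 2 hours at 37 deg C and detected by homogeneous HTRF competition immunoassay.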
TCR act: Activators of T cell receptors: qHTS campaign; primary human leukocytes, anti-CD3, IL-2 HTRF, 48 h; Potency, µM (doses to about 9.22 µM), without a hit: at the top dose activation of IL-2 secretion, usual class: activators; 330,000 tested, under 10 active; also: % of control where 0% means no effect
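Primary human leukocytes were stimulated with a-CD3 beads plus compounds for 48 hr without co-stimulation; secreted IL-2 was quantified by HTRF using a-IL-2-K (europium cryptate) and a-IL-2-d2, excited at 320nm with acceptor emission read at 665nm.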
a7 integrin act: qHTS for Activators of Integrin-Mediated Alleviation for Muscular Dystrophy; AID 624291, 2012; alpha7betagal myoblasts, beta-gal FDG fluorescence, 48 h; Potency, µM (series often up to 38.3 µM), for the others: at the highest dose activation, hits mostly activators; actives 0.064% (n = 350,000);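 also: potency is read from the fitted curve at half-maximal effect; 100% = response of the positive control SU9516; nearly all actives have a fitted effect of over 60% in size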
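alpha7betagal+/- myoblasts (passage 13, 250/well) treated 48 h at 37C with compounds at 1:260 dilution of DMSO stock. Lysed, then beta-galactosidase activity read as FDG fluorescence (ex 480/em 540) after 30 min, with pre-read for autofluorescence.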
S-ASM inh: Inhibitors of Secretory Acid Sphingomyelinase (S-ASM): qHTS; placental ASM, HMU-PC fluorogenic substrate, 60 min; Potency, µM (doses to about 57.5 µM), for the others: at the top dose activity change, negative = inhibition, actives largely listed as inhibitors; actives 0.006% (n = 340,000); AID 504937, 2011; also: potency is read from the fitted curve at half-maximal effect
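Steps: dispense placental human ASM, pin compound, wait 10 min at room temperature, add HMU-PC0 substrate at 9 uM final, incubate 60 min at 37 °C, add stop solution raising pH to 10, read fluorescence.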
BCR signal inh: qHTS Assay to Find Inhibitors of Chronic Active B-Cell Receptor Signaling; AID 493014, 2011; ABC-DLBCL IkBa-CBG/CBR reporter, luminescence ratio, 4 h; Potency, µM (highest dose often 46.1 µM), inactives show at the highest dose ratio change, negative = lower green/red ratio, usual class: inhibitors; actives 0.05% (n = 340,000); active = well fitted inhibition curve with a large enough effect in the signal ratio, with a control signal flat, not every such curve was filed as active; inconclusive = small, poorly fitted or top-dose-only effect, or effect the other way, or a change in a side signal; the % refers to the signal ratio;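 also: potency is read from the fitted curve at half-maximal effect; plate controls were basal doxycycline-induced cells for no effect and cells given 10 µM MG132 for full effect; MG132 reads +100%, hits lower the ratio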
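Compounds up to 46 uM were incubated four hours with TMD8 cells whose green CBG68 luciferase is fused to IkappaBalpha; red CBR luminescence normalised the signal, and concentration-effect curves were fitted to fusion, red and ratio data.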
Eya2 inh: qHTS Assay for Inhibitors of the Phosphatase Activity of Eya2; recombinant Eya2, OMFP fluorescence dephosphorylation (OMFP is methylfluorescein phosphate); Potency, µM (series often up to 76.9 µM), for inactives: at the top dose activity, negative = inhibition, actives largely listed as inhibitors; AID 488837, 2010; actives 0.006% (n = 330,000); also: potency is read from the fitted curve at half-maximal effect; % is scaled to controls: 0 for no effect and ±100 for the full control effect
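Eya2 protein (added as 0.2 uM solution) was preincubated with compound for 10 min at ambient temperature in 50 mM HEPES pH 7.5, 50 mM NaCl, 5 uM MgCl2, 0.05% BSA, 1 mM DTT. OMFP (added at 50 uM) then reacted 10 min; fluorescence read at 485/525 nm.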
PTAP TSG101 blk: qHTS Assay for Iinhibitors of HIV-1 Budding by Blocking the Interaction of PTAP/TSG101; Fluorescence polarization, FITC-PTAP peptide / Tsg101 binding; Potency, µM (top dose mostly 115 µM), inactives show at the top dose activity change, negative = inhibition, hits mostly inhibitors; 340,000 tested, under 10 active; AID 493005, 2010; active = well fitted inhibition curve with a large enough effect in the main read-out, with a control signal flat, not every such curve was filed as active; inconclusive = small, poorly fitted or top-dose-only effect, or effect the other way, or a change in a side signal; inactive = no such curve, though single readings can be large or run the other way; also: potency is read from the fitted curve at half-maximal effect; % of control where 0% means no effect
Target sequence (Q99816 whole entry, looked up): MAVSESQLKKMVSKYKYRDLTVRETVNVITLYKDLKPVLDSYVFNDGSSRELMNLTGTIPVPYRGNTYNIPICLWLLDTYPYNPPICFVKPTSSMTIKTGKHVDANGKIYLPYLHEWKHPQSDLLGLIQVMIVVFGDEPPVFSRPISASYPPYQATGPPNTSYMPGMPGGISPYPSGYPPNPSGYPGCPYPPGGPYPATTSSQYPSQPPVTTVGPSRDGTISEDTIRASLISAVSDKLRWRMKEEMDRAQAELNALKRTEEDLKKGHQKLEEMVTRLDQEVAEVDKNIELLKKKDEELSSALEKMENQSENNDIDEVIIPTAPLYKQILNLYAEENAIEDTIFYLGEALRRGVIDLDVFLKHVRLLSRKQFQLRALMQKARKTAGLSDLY
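Compounds were pin-transferred onto Tsg101 binding domain (10 uM final) in HEPES pH 7.5 buffer, then FITC-PTAP peptide was added at 50 nM final. After 20 min at RT, polarization reported peptide displacement across a qHTS concentration series.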
A-T KAP1 phos: qHTS Assay for Identifying a Potential Treatment of Ataxia-Telangiectasia; […] A-T fibroblasts, KAP-1 phosphorylation AlphaLISA; neocarzinostatin DNA damage 30 min before lysis; Potency, µM (top dose mostly 57.5 µM), without a hit: at the top dose activation, hits mostly activators; actives 0.19% (n = 320,000); AID 485349, 2010; also: potency is read from the fitted curve at half-maximal effect; % of control where 0% means no effect; nearly all actives have a fitted effect of over 45% in size
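hTERT-immortalized A-T patient fibroblasts ([…]), 500 cells/well in OPTI-MEM, 1% FBS, got compounds for 60 min, then NCS for 30 min at 37C. Lysates were then assayed for phospho-KAP-1 by AlphaLISA (anti-pKAP1 donor, anti-KAP1 acceptor beads), 6 hr at 25C.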
Tb PFK block: qHTS Assay to Find Inhibitors of T. brucei phosphofructokinase. ATP-dependent 6-phosphofructokinase (Trypanosoma brucei brucei), O15648. T. brucei PFK, ADP-Glo luminescence. Potency, µM (doses to about 57.5 µM), inactives show at the highest dose activity, negative = inhibition, most hits filed as inhibitors. actives 0.17% (n = 330,000). AID 485367, 2010;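 also: potency is read from the fitted curve at half-maximal effect; 0% = uninhibited 1x PFK enzyme wells and -100% = no-enzyme wells; nearly all actives have a fitted effect of over 60% in size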
Target sequence (O15648 whole entry, looked up): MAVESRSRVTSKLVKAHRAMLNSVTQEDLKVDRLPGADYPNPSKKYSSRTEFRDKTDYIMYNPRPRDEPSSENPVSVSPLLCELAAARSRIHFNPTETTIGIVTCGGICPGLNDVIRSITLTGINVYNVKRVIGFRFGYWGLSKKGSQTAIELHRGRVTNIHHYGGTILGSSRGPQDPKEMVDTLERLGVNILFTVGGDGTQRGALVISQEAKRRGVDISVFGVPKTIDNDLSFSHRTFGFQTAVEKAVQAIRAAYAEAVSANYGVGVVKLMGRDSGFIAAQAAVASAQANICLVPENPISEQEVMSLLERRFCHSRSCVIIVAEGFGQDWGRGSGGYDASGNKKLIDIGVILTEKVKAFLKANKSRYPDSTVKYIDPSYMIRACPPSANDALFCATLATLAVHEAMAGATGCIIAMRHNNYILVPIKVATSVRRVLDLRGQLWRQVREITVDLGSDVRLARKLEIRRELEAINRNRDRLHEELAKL
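Luminescent ADP detection (ADP-Glo, two-step: ATP depletion then ADP-to-ATP conversion for luciferase) reported PFK activity after 45 min room-temperature reaction of 1.25 nM enzyme with 0.5 mM F6P and 0.1 mM ATP at pH 8.0.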
Mito fusion act: qHTS Assay for Small Molecule Inhibitors of Mitochondrial Division or Activators of Mitochondrial Fusion. S. cerevisiae fusion-defective mutant growth rescue, CellTiterGlo 48 h. Potency, µM (top dose mostly 46.1 µM), inactives show at the top dose growth rescue (activation), actives largely listed as activators. actives 0.23% (n = 320,000);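 also: potency is read from the fitted curve at half-maximal effect; % of control where 0% means no effect; nearly all actives have a fitted effect of over 45% in size; temperature-sensitive fusion mutants such as fzo1-1 at 37 °C on non-fermentable ethanol glycerol medium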
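Temperature-sensitive fusion-defective S. cerevisiae (e.g. fzo1-1, mgm1-5) were grown with compound in YPEG medium (3% ethanol, 3% glycerol) for 48 hours at 37C. Growth rescue was measured as viability by CellTiterGlo luminescence after 10 minutes at ambient.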
ELG1 DNA repair: qHTS screen for small molecules that inhibit ELG1-dependent DNA repair in human embryonic kidney (HEK293T) cells expressing luciferase-tagged ELG1; HEK293T ELG1-luciferase reporter, luminescence, 16 h; DNA damage induced by 5-fluorouridine; Potency, µM (series often up to 46.1 µM), for the others: top-dose activity change, negative = inhibition, most hits filed as inhibitors; actives 2.3% (n = 330,000); AID 504467, 2011; also: potency is read from the fitted curve at half-maximal effect; % is scaled to controls: 0 for no effect and ±100 for the full control effect; nearly all actives have a fitted effect of over 55% in size
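Cells (2,000 per well) received 5-fluorouridine plus test compound or DMSO and were incubated 16 hr at 37 °C, 5% CO2. Luciferase activity was read by luminescence 30 min after ONE-Glo addition; signal suppression marked inhibition of damage-induced ELG1 function.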
* marks the source's active call; other numbers are inactive results; [ ] = remark or other dose. Unless noted, calls follow the shape of the dose curve; as a rule, active = well fitted curve in the direction sought with a large enough effect; inconclusive = small, poorly fitted or top-dose-only effect, or another doubt; inactive = no such curve, though single readings can be large; an effect the other way counts as inactive or inconclusive.

Screening CCC(CO)n1c(=S)[nH]c2cc(OC)c(OC)cc2c1=O (stereo not drawn) returned TSHR antagonist 5, TCR act -3%, a7 integrin act -2%, S-ASM inh 0%, BCR signal inh -5%, Eya2 inh 5%, PTAP TSG101 blk -4%, A-T KAP1 phos -3%, Tb PFK block -2%, Mito fusion act -2% and ELG1 DNA repair 2%.
`CC(=O)Oc1cccc(/C=C2\Sc3ccccc3C2=O)c1` gave TSHR antagonist 0, TCR act -5%, a7 integrin act 15%, S-ASM inh -10%, BCR signal inh -14%, Eya2 inh -14%, PTAP TSG101 blk 2%, A-T KAP1 phos 0%, Tb PFK block -2%, Mito fusion act -1% and ELG1 DNA repair 0%.
CCOC(=O)c1cccc(NC(=O)Cn2c(CC(=O)NC)nc3ccccc32)c1 was read as TSHR antagonist -5, a7 integrin act -9%, S-ASM inh -1%, BCR signal inh 0%, Eya2 inh 19%, PTAP TSG101 blk 0%, A-T KAP1 phos 3%, Tb PFK block 3%, Mito fusion act 0% and ELG1 DNA repair -30%.
Cc1occc1-c1nnc(SCC(=O)Nc2nccs2)n1CCc1ccccc1 was read as TSHR antagonist 11, TCR act 1%, a7 integrin act 23%, S-ASM inh 0%, BCR signal inh inconclusive, Eya2 inh -29%, PTAP TSG101 blk -8%, A-T KAP1 phos 2%, Tb PFK block 22%, Mito fusion act -1% and ELG1 DNA repair inconclusive.
`O=C(CSc1nnc(NC(=O)c2ccco2)s1)NC1CCCCC1` gave TSHR antagonist -3, TCR act 2%, a7 integrin act 0%, S-ASM inh 6%, BCR signal inh 5%, Eya2 inh 13%[15.4 µM], PTAP TSG101 blk -8%, A-T KAP1 phos -1%, Tb PFK block -6%, Mito fusion act 3% and ELG1 DNA repair 8%.
Screening Cn1c(CNC(=O)C2CCC(=O)N(CCc3cccc(F)c3)C2)nc2ccccc21 (stereo not drawn) returned TSHR antagonist -5, TCR act 2%, a7 integrin act 26%, S-ASM inh 0%, BCR signal inh -6%, Eya2 inh 2%, PTAP TSG101 blk -7%, A-T KAP1 phos 0%, Tb PFK block 2%, Mito fusion act 4% and ELG1 DNA repair 4%.
Screening Cc1cc(=O)oc2cc(OCC(=O)N3CCCc4ccccc43)ccc12 returned TSHR antagonist 0, TCR act -3%, a7 integrin act -8%, S-ASM inh 7%, BCR signal inh -4%, Eya2 inh -1%, PTAP TSG101 blk -2%, A-T KAP1 phos 1%, Tb PFK block 0%, Mito fusion act 7% and ELG1 DNA repair -13%.
For CCOC(=O)C(=Nc1ccccc1)NO the results were TSHR antagonist 14, TCR act 2%[46.1 µM], a7 integrin act 17%, S-ASM inh 3%, BCR signal inh 0%, Eya2 inh 0%, PTAP TSG101 blk 3%, A-T KAP1 phos 5%, Tb PFK block 0%, Mito fusion act -3% and ELG1 DNA repair 18%.
Screening CCn1nc(C)c(CN2CCC(n3nccc3NC(=O)c3ccc4c(c3)OCO4)CC2)c1C returned TSHR antagonist 5, TCR act -2%, a7 integrin act -10%, S-ASM inh 2%, BCR signal inh 1%, Eya2 inh 6%, PTAP TSG101 blk -1%, A-T KAP1 phos -4%, Tb PFK block 1%, Mito fusion act 0% and ELG1 DNA repair 10%.
Screening CCOC(Cn1ccc(=O)[nH]c1=O)OCC returned TSHR antagonist 6, TCR act 7%, a7 integrin act -10%, S-ASM inh 6%, BCR signal inh 3%, Eya2 inh -6%, PTAP TSG101 blk -4%, A-T KAP1 phos -5%, Tb PFK block -1%, Mito fusion act 1% and ELG1 DNA repair 14%.
For O=C(N/N=C\c1cc([N+](=O)[O-])ccc1N1CCOCC1)c1ccccn1 the results were TSHR antagonist 7, TCR act 5%, a7 integrin act 5%, S-ASM inh 0%, BCR signal inh 2%, Eya2 inh -14%, PTAP TSG101 blk -2%, A-T KAP1 phos -9%, Tb PFK block 0%, Mito fusion act 3% and ELG1 DNA repair 12%.
`N#CC1=C(N)Oc2nc[nH]c(=O)c2C1c1cccs1` (stereo not drawn) gave TSHR antagonist 0, TCR act 6%, a7 integrin act -22%, S-ASM inh 0%, BCR signal inh 5%, Eya2 inh -4%, PTAP TSG101 blk 2%, A-T KAP1 phos -6%, Tb PFK block -2%, Mito fusion act -2% and ELG1 DNA repair -1%.
Screening CCC(=O)c1cc2c(C)cc(=O)oc2c(C)c1OC(=O)C(C)C returned TSHR antagonist 18, TCR act 2%[46.1 µM], a7 integrin act 14%, S-ASM inh 49%[activator], BCR signal inh 1%, Eya2 inh 8%, PTAP TSG101 blk -3%, A-T KAP1 phos 12%, Tb PFK block -4%, Mito fusion act 12% and ELG1 DNA repair -1%.
For O=C(CSc1nncn1-c1cccnc1)N(c1ccccc1)c1ccccc1 the results were TSHR antagonist 8, TCR act -3%, a7 integrin act -39%, S-ASM inh 2%, BCR signal inh -2%, Eya2 inh 13%, PTAP TSG101 blk -5%, A-T KAP1 phos 2%, Tb PFK block 3%, Mito fusion act -9% and ELG1 DNA repair 0%.
Screening Cc1ccc(N2C(=O)c3cccc([N+](=O)[O-])c3C2=O)cc1C returned TSHR antagonist 8, TCR act -17%, a7 integrin act -13%, S-ASM inh 0%, BCR signal inh 0%, Eya2 inh -2%, PTAP TSG101 blk -8%, A-T KAP1 phos -3%, Tb PFK block 0%, Mito fusion act -1% and ELG1 DNA repair 8%.
For CCCN(CCC)C(=O)CC(c1ccccc1)C1CCOC(C)(C)C1 (stereo not drawn) the results were TSHR antagonist 9, TCR act 7%, a7 integrin act -20%, S-ASM inh 5%, BCR signal inh 0%, Eya2 inh -22%, PTAP TSG101 blk 1%, A-T KAP1 phos -7%, Tb PFK block 4%, Mito fusion act -2% and ELG1 DNA repair -26%.
Screening c1ccc(CCn2c3ccccc3c3nnc(SCc4ccc5nonc5c4)nc32)cc1 returned TSHR antagonist -6, a7 integrin act 16%, S-ASM inh -6%, BCR signal inh 6%, Eya2 inh 0%, PTAP TSG101 blk -1%, A-T KAP1 phos -4%, Tb PFK block 1%, Mito fusion act 6% and ELG1 DNA repair -11%.
For COc1cccc(CN(C)C(=O)c2cc(-c3ccc(F)cc3)nc3ccccc23)c1 the results were TSHR antagonist -23, TCR act -6%, a7 integrin act 7%, S-ASM inh -1%, BCR signal inh 7%, Eya2 inh 2%, PTAP TSG101 blk -1%, A-T KAP1 phos 9%, Tb PFK block 2%, Mito fusion act -3% and ELG1 DNA repair inconclusive.
CC(C)CCNC(=O)CCc1nnc2n(CCCOC(C)C)c(=O)c3ccccc3n12 was read as TSHR antagonist 1, TCR act -1%, a7 integrin act -5%, S-ASM inh -2%, BCR signal inh inconclusive, Eya2 inh -2%, PTAP TSG101 blk -5%, A-T KAP1 phos -4%, Tb PFK block 16%, Mito fusion act 4% and ELG1 DNA repair -12%.
`O=C(COC(=O)C1CCCO1)Nc1cccc(C(F)(F)F)c1` (stereo not drawn) gave TSHR antagonist -7, TCR act -1%, a7 integrin act 22%, S-ASM inh -4%, BCR signal inh inconclusive, Eya2 inh 7%, PTAP TSG101 blk 2%, A-T KAP1 phos -6%, Tb PFK block -1%, Mito fusion act -2% and ELG1 DNA repair 3%.

Source: PubChem BioAssay (National Center for Advancing Translational Sciences (NCATS))
